# High-throughput results deposited in PubChem BioAssay by The Scripps Research Institute Molecular Screening Center.
# SIAE inh – inhibitors of human sialic acid acetylesterase SIAE. Q9HAT2. SIAE FP-Rh probe binding, fluorescence polarization. inhibition, % at 9.66 µM. 370,000 tested, 0.69% active. AID 1053197;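 active = inhibition above a cutoff: mean of compounds within the control limits plus 3 SD of those, cut at about 17% in these data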;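 note: 0% = plate median of compound wells and 100% = probe without SIAE protein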
# DDE Tn7 FP inh – DD(E)-Tn7 binding inhibition, primary FP screen; P02675; FP displacement of FITC-Tn7 peptide from fibrin DD(E); 0% = median of compound wells per plate; inhibition, % at 8.3 µM; 370,000 tested, 0.13% active; AID 720508;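 active = inhibition above the mean of compounds falling within the control limits plus 3 SD of them, cut at about 14% in these data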;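 note: 0% = plate median of compound wells and 100% = 10 µM Aha-Tn7 peptide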
# Target sequence (P02675 whole entry, looked up): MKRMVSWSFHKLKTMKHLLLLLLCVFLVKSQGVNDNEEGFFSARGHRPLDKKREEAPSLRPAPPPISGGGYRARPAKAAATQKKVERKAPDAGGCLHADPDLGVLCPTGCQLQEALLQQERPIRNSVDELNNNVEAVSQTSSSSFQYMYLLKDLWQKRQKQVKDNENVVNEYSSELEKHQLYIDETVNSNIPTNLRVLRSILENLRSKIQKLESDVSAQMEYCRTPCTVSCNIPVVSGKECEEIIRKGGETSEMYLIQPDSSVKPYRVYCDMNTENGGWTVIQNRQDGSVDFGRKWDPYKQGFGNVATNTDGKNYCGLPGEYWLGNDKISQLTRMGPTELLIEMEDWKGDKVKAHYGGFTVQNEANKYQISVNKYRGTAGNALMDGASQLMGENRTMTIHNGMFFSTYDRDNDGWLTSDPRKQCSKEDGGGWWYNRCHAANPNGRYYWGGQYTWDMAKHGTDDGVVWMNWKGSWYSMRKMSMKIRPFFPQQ
#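 system = human fibrin DD(E) protein | quantity = DD(E) 2 µM final | medium = Tris/NaCl/CaCl2 buffer, pH 7.8 | also added = labelled Tn7 tracer, 0.1 µM | compound dosing = single point at 8.3 µM | timing = compound with protein 10 min, then 3 h after probe, room temperature | signal = FP measurement | benchmarks = Aha-Tn7 high control | repeats = one replicate per compound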
# PG9 Ab binder – small molecules binding HIV-1 gp120 antibody PG9 | AID 624416 | inhibition, % at 6.7 µM | TR-FRET gp120-PG9 antibody binding | 360,000 tested, 0.43% active; in the data active = inhibition above about 8.5%
# mABHD4 FP – inhibitors of mouse ABHD4. Q8VD66. purified mABHD4, FP-Rh probe fluorescence polarization. inhibition, % at 8.92 µM. 370,000 tested, 0.54% active;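 active = inhibition exceeding the mean over every tested compound plus 3 SD, cut at about 30% in these data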;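 note: 0% = plate median of compound wells and 100% = S159A mutant with DMSO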
#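 system = mouse ABHD4 enzyme, wild type | medium = HEPES pH 7.0, NaCl, Pluronic buffer | also added = FP-Rh probe | incubation = Enzyme–compound pre-incubation 45 min, then probe 60 min, both 25 °C | technique = fluorescence polarization, excitation 525 nm, emission 598 nm, BODIPY TMR filters | controls = S159A mutant high control, sample median low control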
# LEDGF integ inh – blocks HIV-1 LEDGF/p75-dependent DNA integration; TR-FRET IN-LEDGF/p75 DNA integration, Eu/Cy5; inhibition, % at 3.7 µM; 370,000 tested, 0.64% active;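 active = inhibition above the screen-wide mean plus 3 SD, cut at about 13% in these data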;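 note: signal is the Cy5 over europium emission ratio at 671 and 618 nm; 0% = plate median of compound wells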
# PRMT1 FP inh – inhibitors of human PRMT1. 370,000 tested, 1.3% active. inhibition, % at 2.79 µM. AID 652257. recombinant PRMT1, activity-based probe fluorescence polarization;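 active = inhibition above about 21% made by adding two undisclosed values, limit read from the data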
# TDP2 absorb – blocks human TDP2 phosphodiesterase activity; recombinant TDP2, T5PNP hydrolysis, p-nitrophenol absorbance 415 nm; inhibition, % at 12.8 µM; O95551; 370,000 tested, 0.34% active;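 active = inhibition above the mean of all tested compounds plus 3 SD, set per campaign, cut at about 25% in these data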;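 note: 0% = DMSO with enzyme and 100% = buffer with substrate but no TDP2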
# Target sequence (O95551 whole entry, looked up): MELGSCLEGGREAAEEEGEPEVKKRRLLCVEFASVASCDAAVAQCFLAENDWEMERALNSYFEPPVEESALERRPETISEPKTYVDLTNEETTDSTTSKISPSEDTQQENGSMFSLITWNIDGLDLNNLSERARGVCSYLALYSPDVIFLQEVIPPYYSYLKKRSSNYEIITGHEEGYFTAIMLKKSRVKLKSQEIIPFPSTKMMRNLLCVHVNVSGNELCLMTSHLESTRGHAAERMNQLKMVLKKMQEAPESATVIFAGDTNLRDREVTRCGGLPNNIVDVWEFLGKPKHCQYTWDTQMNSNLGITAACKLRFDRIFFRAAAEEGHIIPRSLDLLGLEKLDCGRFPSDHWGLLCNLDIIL
#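 System – recombinant human TDP2 · Amount – 120 nM TDP2 per well · Buffer or medium – Mg2+-containing Tris-HCl buffer, pH 7.5 · Reagent – T5PNP substrate, 5 mM · Dosing – 12.8 µM single point, 1% DMSO · Incubation – 2 h at 37 °C · Measured by – epi absorbance · Read-out basis – percent inhibition · Benchmarks – high control without enzyme, low control DMSO plus TDP2 · Repeats – singlicate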
# UHRF1 binding – blocks human UHRF1 binding to methylated DNA; inhibition, % at 4.4 µM; 370,000 tested, 0.75% active; AID 687016; UHRF1 binding to methylated oligo, TR-FRET; Q96T88; in the data active = inhibition above about 21%;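 note: UHRF1 SRA domain binding a hemimethylated CpG hairpin DNA probe; 0% = median of test compound wells and 100% = reference inhibitor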
# TCR CD3 inh – inhibitors of human TCR-CD3 interaction. AID 651800. TAMRA-labeled TCR probe fluorescence, biochemical. inhibition, % at 9.4 µM. 360,000 tested, 0.37% active; in the data active = inhibition above about 19%;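 note: recombinant mutant TCR 2C K166C tagged with TAMRA read by polarization; 0% = receptor in buffer alone and 100% = receptor with positive control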
# HTRA1 inh – blocks human HTRA1 serine peptidase; recombinant HTRA1, FP-rhodamine activity-based probe, fluorescence polarization; inhibition, % at 5.96 µM; 340,000 tested, 0.5% active; AID 504803; in the data active = inhibition above about 36%;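 note: 0% = enzyme with DMSO and 100% = wells lacking enzyme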
# An asterisk follows results filed as active; x = no result given.
SMILES,SIAE inh,DDE Tn7 FP inh,PG9 Ab binder,mABHD4 FP,LEDGF integ inh,PRMT1 FP inh,TDP2 absorb,UHRF1 binding,TCR CD3 inh,HTRA1 inh
Cc1ccc(CN=Cc2[nH]c3ccc(Br)c(Cl)c3c2O)cc1,-6,3,0.9,5,1,-2,18,-3,5,-14
CCN1CCN(Cc2c3ccccc3cc3ccccc23)CC1,-12,6,-11,9,-7,4,2,1,-7,8
O=C(NCc1ccco1)C(c1ccccc1)N(CC1CCCO1)C(=O)Cn1nnc2ccccc21 (configuration not stated),-1,-5,-1.2,4,0,-2,-5,0,-6,4
CSCCC(NC(=O)c1ccccc1)C(=O)NNC(=O)c1ccccc1 (configuration not stated),5,1,-0.3,4,4,-3,0,-4,1,3
O=C(Nc1cccnc1)c1sc2cccc(F)c2c1Cl,-6,-1,0.2,-4,2,-1,1,-7,-3,-9
CCN1C(=O)C2(C(C#N)=C(N)Oc3n[nH]c(-c4ccccc4)c32)c2ccccc21 (configuration not stated),2,-7,1.4,-1,1,0,13,0,7,-1
COC(=O)c1c(NC(=O)Cc2cccs2)sc2c1CCCC2,-6,-3,-0.7,-17,7,1,-1,0,-4,-21
COC(=O)/C=C1\SC(=Nc2ccccc2)NC1=O,2,-1,-1.0,-11,-1,0,0,0,-7,3
CC12CCC(=O)N1C(C(=O)NNC(=O)c1cccc(Cl)c1)CS2 (configuration not stated),-1,-1,1.9,3,-2,0,1,1,1,2
OC(c1cccc(Cl)c1)c1nc(-c2csc3ccccc23)cs1 (configuration not stated),-16,-4,-1.1,-33,-6,2,0,2,-1,x
CC(C)OP(=O)(c1ccc(N(C)C)cc1)C(O)c1cccnc1 (configuration not stated),2,-2,-0.9,1,2,-2,-4,3,-1,5
CCOC(=O)c1cncc(NC(=O)c2ccccc2)c1,8,5,-2.0,13,-2,0,11,-2,-2,-10
CCCc1ccc2oc(C(=O)N3CCC[C@H]3CO)c(C)c2c1,2,2,-0.9,-10,0,-2,0,-2,-4,-8
O=C(COC(=O)c1ncc(Cl)c(Cl)c1Cl)NCc1cccs1,-1,-5,-2.1,4,2,-3,8,-1,1,-3
Cc1ccc2cccc(OCCCOc3ccccc3CO)c2n1,-14,2,-0.2,-11,5,0,-1,-3,5,-20
Cc1cnc(C(=O)OCC(=O)NC(=O)c2ccccc2)cn1,2,-3,0.9,-6,-4,11,-17,5,-7,4
O=S1(=O)C=CCN1Cc1cn(Cc2ccc(F)cc2)nn1,7,0,x,0,6,-8,2,47*,x,x
O=C(CN1CCN(S(=O)(=O)c2ccc(Cl)s2)CC1)N1CCCCC1,0,8,0.8,-1,0,-4,8,5,2,7
O=C(CSc1nnnn1C1CCCC1)Nc1ccccc1F,5,-2,0.1,3,-3,-2,10,0,0,-2
O=C(COC(=O)c1ccc(Br)o1)Nc1ccc2[nH]c(=O)[nH]c2c1,-6,3,0.5,-2,-7,-1,2,4,-6,9
CCc1cccc(NC(=O)CCc2nc3sc4c(c3c(=O)[nH]2)CCCC4)c1,-10,7,3.6,-6,0,4,5,-1,-3,-28
CCC1CCCCN1CCCNC(=O)c1ccc2nc(N3CCCCC3)sc2c1 (configuration not stated),-7,4,0.3,5,1,3,-5,1,-1,-1
O=S(=O)(Cc1cc(-c2ccc(Cl)cc2)no1)c1ccccc1,0,5,2.5,-6,4,1,4,3,-7,-4
O=C(CC1C(=O)NCCN1C(=S)Nc1ccccc1)Nc1ccc2c(c1)OCCO2 (configuration not stated),-1,13,-0.3,-2,1,2,-3,0,0,2
O=C(c1ccc(F)cc1)C1CCN(C(=O)Nc2ccc(F)cc2F)CC1,-3,-8,-0.8,-1,5,-3,6,-2,2,-1
Cc1ccc(NC(=O)NCC2CCN(Cc3cccc(Cl)c3)CC2)c(Cl)c1,1,4,0.4,-3,-4,-3,-3,-2,-1,-4
COc1ccc(CNC(=S)Nc2cc(C)ccc2C)cc1,0,-2,0.2,4,2,1,-10,1,3,-7
CCOc1ccc(N2C(=O)Nc3ccccc3C2(O)C(=O)NCc2ccc(F)cc2)cc1 (configuration not stated),-1,1,1.9,1,-1,-1,1,0,8,5
COc1ccc(S(=O)(=O)NC(CC(=O)O)c2ccco2)cc1 (configuration not stated),9,2,-2.0,1,-1,-4,6,0,5,6
COc1ccc(OCC(=O)Nc2ccccc2C(=O)NC(C)C)cc1,-4,1,0.4,1,-1,0,12,5,-2,-2
N#C/C(=C\c1cccc(Cl)c1)c1n[nH]c(Cn2cncn2)n1,-1,-5,0.7,7,2,-1,-1,-3,4,-3
COc1c(F)c(F)c(C(=O)Nc2c(C)cc(Br)cc2C)c(F)c1F,0,2,-0.6,-1,-2,-1,-1,2,-4,4
COCCNC(=O)Cn1nc(-c2ccccc2C)ccc1=O,1,-2,-2.5,-6,0,-4,-3,2,2,7
CN1/C(=N\O)c2cccc3cccc1c23,3,8,-9.2,1,-2,4,3,-8,10,6
CCCCn1nnnc1C(c1cc2ccccc2o1)N1CCN(C(=O)OC(C)(C)C)CC1 (configuration not stated),-3,-1,-1.8,-2,-3,-2,4,0,5,x
COc1cccc(N2[C@@H](CC(C)=O)c3ccc(/C=C/C(C)=O)cc3S2(=O)=O)c1,-2,6,-1.6,3,2,3,1,-2,0,-4
OCC1(Cc2ccccc2)CCCN(Cc2c[nH]c3ccccc23)C1 (configuration not stated),0,7,2.8,4,1,-1,5,-2,-1,-5
COc1ccc(C2N(c3cc(Cl)ccc3OC)C(=O)C3CCCN32)c(OC)c1 (configuration not stated),-6,-4,0.2,-1,0,-3,5,-4,1,5
Cn1nnnc1SCC(=O)NCc1ccc2c(c1)OCO2,-1,3,1.7,-1,1,-3,2,3,-1,-7
COC(=O)C1=C(C)N(C)C(=NCc2ccccc2C(F)(F)F)NC1c1ccc(C(F)(F)F)cc1 (configuration not stated),1,1,-0.2,6,1,6,0,-1,2,x
Cc1cc(C)nc(SCC(=O)N2CCCCC2)n1,1,-2,1.1,0,-1,1,-10,2,6,-3
CC1Sc2ccc(C(=O)NCc3cccc(C(F)(F)F)c3)cc2NC1=O (configuration not stated),-8,8,1.2,-5,-2,1,-3,-5,0,-12
CC(=O)c1cc(CN2CCN(C(C)C)C(CCO)C2)cs1 (configuration not stated),0,-5,-1.7,-3,3,-4,10,-1,2,1
O=[N+]([O-])c1ccccc1S(=O)(=O)N1CCC(c2cn3ccccc3n2)CC1,-3,-6,x,5,-7,8,-1,1,x,x
CC(NC(=O)C(=O)NN=C1CCCC1)c1ccccc1 (configuration not stated),3,-3,-0.1,3,-4,-2,10,-2,6,-3
O=C(Nc1ccccc1)C1CCN(C(=O)c2ccc(Br)cc2)CC1,4,2,-1.2,1,-1,-1,8,0,0,-3
CCn1ccnc1CN(C)Cc1cn(-c2cc(C)ccc2C)nc1-c1ccccc1,-6,3,-2.5,-1,0,-3,-7,-1,1,-58
Cc1ccc(S(=O)(=O)NCC(=O)OCC(=O)N(CCC#N)c2ccccc2)cc1,-1,5,-0.9,-1,-1,-6,5,0,3,2
Nc1nc(N(Cc2ccccc2)Cc2ccccc2)nc(C(F)(F)F)n1,-9,1,-0.7,-13,-4,0,-13,9,4,12
CCOc1ccc(NC(=O)NCCN2CCN(c3ccccc3F)CC2)cc1,13,-2,0.6,-1,1,-3,2,-2,3,2
CC1(C)NC(=O)N(CC(=O)OCC(=O)c2ccc(Cl)s2)C1=O,0,-2,1.3,-1,2,2,2,2,0,-2
O=C(CSc1cccc[n+]1[O-])c1ccc(Cl)s1,7,3,-0.1,-7,0,-6,7,0,-1,-4
CCCC(=O)N1CCN(c2ccc(NC(=O)C(C)(C)C)cc2)CC1,15,5,-1.5,-5,-1,0,7,0,8,-7
CCOc1ccc2ncc(S(=O)(=O)c3ccccc3)c(N3CCN(c4ccccc4)CC3)c2c1,-4,0,-0.4,-8,-1,-1,2,-1,-3,4
Cc1cc(C)c(-c2cc(C(=O)Nc3c(C)n(C)n(-c4ccccc4)c3=O)[nH]n2)c(O)c1,-3,-3,1.1,-1,3,1,10,-4,6,-1
C/C(=N/NC(=O)c1ccc(C)s1)c1cccc(NC(=O)COc2ccc(Cl)cc2Cl)c1,5,0,-0.8,-1,0,1,3,3,-3,8
CCc1ccccc1N/C(=N\S(=O)(=O)c1ccccc1)C(F)(F)F,-9,9,-0.6,0,2,0,-16,0,4,4
CN(C)S(=O)(=O)c1ccc(Cl)c(C(=O)NCC2CCCCC2)c1,2,4,-1.8,-6,-2,2,-2,0,0,3
CCCS(=O)(=O)NC(=O)C1(C)CCN(C(=O)c2c(C)noc2C)C1 (configuration not stated),-5,1,-0.2,3,-5,0,-3,2,-6,x
CCC(C)C(NC(=O)CCC(=O)OCC(=O)[C@@]1(O)CCC2[C@@H]3CCC4=CC(=O)C=C[C@]4(C)C3[C@@H](O)C[C@@]21C)C(=O)O (some centres not stated),-6,1,-0.6,4,-6,0,-7,-1,7,4

# Profiles as entered above. Order of screens: SIAE inh	DDE Tn7 FP inh	PG9 Ab binder	mABHD4 FP	LEDGF integ inh	PRMT1 FP inh	TDP2 absorb	UHRF1 binding	TCR CD3 inh	HTRA1 inh
# Results for O=C(CSc1cccc[n+]1[O-])c1ccc(Cl)s1 : 7	3	-0.1	-7	0	-6	7	0	-1	-4
# Results for COc1ccc(C2N(c3cc(Cl)ccc3OC)C(=O)C3CCCN32)c(OC)c1 (configuration not stated) : -6	-4	0.2	-1	0	-3	5	-4	1	5
# Results for CCCS(=O)(=O)NC(=O)C1(C)CCN(C(=O)c2c(C)noc2C)C1 (configuration not stated) : -5	1	-0.2	3	-5	0	-3	2	-6	x
# Results for CCOC(=O)c1cncc(NC(=O)c2ccccc2)c1 : 8	5	-2.0	13	-2	0	11	-2	-2	-10
# Results for O=S1(=O)C=CCN1Cc1cn(Cc2ccc(F)cc2)nn1 : 7	0	x	0	6	-8	2	47*	x	x

# Outcome played no part in choosing rows. Share with any hit: about 4.2%.
